SENP8 block-1: SENP8 protease inhibition; Q96LD8; AID 2540; inhibition, % at 10 µM; purified SENP8, Z-RLRGG-aminoluciferin cleavage, luminescence; 1.2% of 330,000 active; in the data active means inhibition above about 50%
NALP3 yeast inh: inhibitors of NALP3 inflammasome in yeast. Yeast reconstituted NLRP3/ASC/caspase-1, beta-gal luminescence, 24 h. inhibition, % at 10 µM. 0.39% of 330,000 active. AID 2825;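 active means inhibition of 50% or more; inactive means inhibition below 50%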;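 further: plate controls were induced DMSO wells for no effect and uninduced yeast grown without galactose for full effect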
PfGluPho inh: PfG6PD (Plasmodium falciparum) enzyme inhibition; PfGluPho enzyme, NADPH resazurin-diaphorase fluorescence; inhibition, % at 20 µM; 0.78% of 350,000 active;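 active means inhibition reaching at least a set limit at 20 µM in the primary screen, cut at about 59% in these data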;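 further: 0% = DMSO wells with substrate and 100% = DMSO wells lacking glucose-6-phosphate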
SENP6 inh: inhibitors of human SENP6 protease. Q9GZR1. Recombinant SENP6 catalytic domain, aminoluciferin luminescence. inhibition, % at 10 µM. 1.8% of 330,000 active. AID 2599;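 active means inhibition above about 50% at the single tested dose, limit read from the data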;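 further: plate controls were DMSO wells with enzyme for no effect and DMSO wells lacking enzyme for full effect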
SENP1 inh: inhibitors of human SENP1 SUMO protease catalytic domain | Q9P0U3 | recombinant SENP1 catalytic domain, CyPet-SUMO1-YPet FRET cleavage | inhibition, % at 10 µM | 0.21% of 360,000 active | AID 624204;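 active means inhibition at least 30% at 10 µM, raw YFP signal under a set limit, fluorescence ratio 0.5 to 1.5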;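 further: 0% = enzyme with DMSO and 100% = no enzyme wells; some results filed as inactive read as strong as hits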
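Test system: human SENP1 catalytic domain; medium: Tris pH 8 buffer plus EDTA, NaCl, BME, BSA, NP40, catalase; incubation: 50 min reaction at room temperature; technique: FRET, CFP and YFP emission; controls: no-enzyme low control and enzyme-plus-DMSO high control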
SENP8 block-2: SENP8 (human) protease inhibition | recombinant SENP8, Nedd8 substrate fluorescence | inhibition, % at 20 µM | AID 602440 | 0.64% of 360,000 active; in the data active means inhibition mostly above about 40%, no sharp cut-off; inactive means mostly below about 27%
Apaf1 inhib: blocks human Apaf-1 apoptosome activity. inhibition, % at 20 µM. reconstituted apoptosome caspase-3 activity, DEVD-Rh110 fluorescence. 0.71% of 330,000 active; active means inhibition of at least 40% at 20 µM;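 further: plate controls were DMSO wells for no effect and DEVD-CHO caspase inhibitor wells for full effect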
Target sequence (O14727 whole entry, looked up): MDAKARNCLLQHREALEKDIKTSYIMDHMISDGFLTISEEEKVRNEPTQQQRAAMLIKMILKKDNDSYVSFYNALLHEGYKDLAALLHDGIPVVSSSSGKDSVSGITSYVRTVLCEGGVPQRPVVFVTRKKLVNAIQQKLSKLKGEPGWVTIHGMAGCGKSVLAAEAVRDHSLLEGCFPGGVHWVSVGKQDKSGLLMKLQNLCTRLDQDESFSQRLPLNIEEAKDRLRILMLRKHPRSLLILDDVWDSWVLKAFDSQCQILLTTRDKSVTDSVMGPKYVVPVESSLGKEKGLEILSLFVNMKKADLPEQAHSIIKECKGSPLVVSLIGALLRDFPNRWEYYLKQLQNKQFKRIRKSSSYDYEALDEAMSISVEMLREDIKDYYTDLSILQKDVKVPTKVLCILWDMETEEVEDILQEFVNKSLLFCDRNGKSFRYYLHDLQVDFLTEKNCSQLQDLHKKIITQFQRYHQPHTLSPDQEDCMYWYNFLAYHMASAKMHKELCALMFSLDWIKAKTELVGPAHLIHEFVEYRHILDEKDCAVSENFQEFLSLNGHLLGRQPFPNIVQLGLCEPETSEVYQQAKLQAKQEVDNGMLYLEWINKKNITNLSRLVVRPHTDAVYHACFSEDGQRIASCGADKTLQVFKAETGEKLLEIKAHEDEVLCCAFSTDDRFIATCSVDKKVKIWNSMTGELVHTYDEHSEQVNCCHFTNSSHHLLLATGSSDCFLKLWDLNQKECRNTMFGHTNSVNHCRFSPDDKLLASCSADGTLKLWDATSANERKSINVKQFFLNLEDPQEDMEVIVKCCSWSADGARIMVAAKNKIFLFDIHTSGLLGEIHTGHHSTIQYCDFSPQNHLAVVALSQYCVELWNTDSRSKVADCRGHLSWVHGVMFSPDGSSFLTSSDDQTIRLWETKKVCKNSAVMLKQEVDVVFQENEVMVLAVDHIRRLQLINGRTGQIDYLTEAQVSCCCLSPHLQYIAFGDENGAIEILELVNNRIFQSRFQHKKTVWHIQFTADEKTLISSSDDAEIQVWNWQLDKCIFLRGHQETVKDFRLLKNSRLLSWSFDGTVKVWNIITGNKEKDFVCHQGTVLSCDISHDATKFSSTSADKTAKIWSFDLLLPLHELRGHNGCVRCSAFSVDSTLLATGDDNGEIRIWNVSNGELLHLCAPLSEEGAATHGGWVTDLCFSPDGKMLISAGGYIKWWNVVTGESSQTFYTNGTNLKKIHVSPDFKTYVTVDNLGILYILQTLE
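Assay system: Apoptosome proteins | Medium: pH 7.5 Hepes buffer with CHAPS, BSA, DTT | Also added: Cytochrome c and DEVD-Rh110 substrate | Times: 30 min plus 50 min, RT | Detection: Rhodamine 110 fluorescence at Ex 480/Em 540 nm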
SENP7 block: inhibitors of human SENP7 protease; Q9BQF6; recombinant SENP7, Z-RLRGG-aminoluciferin luminescence, 40 min; inhibition, % at 5 µM; 1.5% of 330,000 active;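 active means inhibition above about 50% at the single test dose, limit read from the data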;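 further: plate controls were DMSO with enzyme for no effect and no enzyme buffer wells for full effect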
HKDC1 inhibitor: HKDC1 (human) hexokinase inhibition. Q2TB90. AID 493160. recombinant HKDC1, G6PDH/diaphorase resazurin coupled fluorescence. 0.16% of 340,000 active. inhibition, % at 20 µM;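 active means inhibition above about 35% when tested at 20 µM, limit read from the data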;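 further: plate controls were DMSO wells with enzyme for no effect and DMSO wells lacking enzyme for full effect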
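Assay system – recombinant HKDC1 (HK5) hexokinase enzyme, produced in-house · Input – HKDC1 at 5 µg/mL · Reagent – glucose plus 1 mM ATP as hexokinase substrates · Timing – 90 min reaction incubation at room temperature, dark · Measured by – G6PDH/diaphorase-coupled fluorescence, 1 mM NADP, 100 µM resazurin, 525/613 nm · Benchmarks – DMSO-enzyme wells negative, buffer-substituted wells positive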
* hit, by the source's call. An unsorted share of the library; any-hit rate near 4.1%.

Screening CC(C)c1ccc(NC(=O)CN(Cc2ccccc2)S(C)(=O)=O)cc1 returned SENP8 block-1 2, NALP3 yeast inh 2, PfGluPho inh -1, SENP6 inh -2, SENP1 inh 0, SENP8 block-2 14, Apaf1 inhib 14, SENP7 block 8 and HKDC1 inhibitor 2.
For CC(C)(C)OC(=O)NCCC(=O)N/N=C/c1cccc2nccnc12 the results were SENP8 block-1 5, NALP3 yeast inh -2, PfGluPho inh -3, SENP6 inh -3, SENP1 inh 2, SENP8 block-2 -11, Apaf1 inhib -22, SENP7 block 9 and HKDC1 inhibitor -4.
Screening COc1cc(OC)cc(C(=O)N[C@H](C(=O)OCC(=O)Nc2ccc(OC)c(OC)c2)C(C)C)c1 returned SENP8 block-1 -3, NALP3 yeast inh 17, PfGluPho inh 2, SENP6 inh -13, SENP1 inh 1, SENP8 block-2 2, Apaf1 inhib -2, SENP7 block -5 and HKDC1 inhibitor -7.
`CCCCn1c(N)c(N(CCOC)C(=O)CSCC(=O)Nc2cccc(C)c2)c(=O)[nH]c1=O` gave SENP8 block-1 -12, NALP3 yeast inh 13, PfGluPho inh 6, SENP6 inh -12, SENP1 inh -10, SENP8 block-2 -9, Apaf1 inhib 3, SENP7 block 6 and HKDC1 inhibitor 3.
Screening CN(CC(=O)Nc1cccc(F)c1)C(=O)COc1ccc2c(c1)CCC2 returned SENP8 block-1 -3, NALP3 yeast inh 18, PfGluPho inh 1, SENP6 inh -4, SENP1 inh 1, SENP8 block-2 7, Apaf1 inhib 9, SENP7 block 1 and HKDC1 inhibitor -4.
Cc1cccc(Cc2nnc(CCC(=O)N(C)CCc3ccccc3)o2)c1 was read as SENP8 block-1 -18, NALP3 yeast inh 8, PfGluPho inh 6, SENP6 inh 17, SENP1 inh 0, SENP8 block-2 16, Apaf1 inhib 12, SENP7 block -8 and HKDC1 inhibitor -5.
CC(C)N(C(=O)COC(=O)c1cccnc1Cl)c1ccccc1 was read as SENP8 block-1 3, NALP3 yeast inh 7, PfGluPho inh -10, SENP6 inh 11, SENP1 inh 1, SENP8 block-2 14, Apaf1 inhib -2, SENP7 block 2 and HKDC1 inhibitor -4.
For Cc1ccc(C(=O)Nc2ccccc2C(=O)N2CCCCC2C)cc1 (stereo not given) the results were SENP8 block-1 4, NALP3 yeast inh 6, PfGluPho inh -9, SENP6 inh -5, SENP1 inh -1, SENP8 block-2 4, Apaf1 inhib 9, SENP7 block -1 and HKDC1 inhibitor -2.
`C=CCn1c(SCc2nc3ccccc3c(=O)[nH]2)nnc1-c1cc2cc(Cl)ccc2o1` gave SENP8 block-1 -12, NALP3 yeast inh 8, PfGluPho inh -12, SENP6 inh -31, SENP1 inh 1, SENP8 block-2 -165, Apaf1 inhib 26, SENP7 block -2 and HKDC1 inhibitor -6.
`Cc1ccc(Cn2c(CN3CCOCC3)nc3c2c(=O)n(C)c(=O)n3C)cc1` gave SENP8 block-1 -1, NALP3 yeast inh 4, PfGluPho inh -14, SENP6 inh -1, SENP1 inh -1, SENP8 block-2 4, Apaf1 inhib 2, SENP7 block 6 and HKDC1 inhibitor 0.
CO/N=C(\C(=O)O)c1csc(NN=C(C)C)n1 was read as SENP8 block-1 -12, NALP3 yeast inh 16, PfGluPho inh 11, SENP6 inh -17, SENP1 inh -22, SENP8 block-2 3, Apaf1 inhib 5, SENP7 block -12 and HKDC1 inhibitor -14.
For Cc1ccc(S(=O)(=O)N2CCN(C(C)C)CC2)cc1 the results were SENP8 block-1 -7, NALP3 yeast inh 12, PfGluPho inh -5, SENP6 inh -5, SENP1 inh 0, SENP8 block-2 8, Apaf1 inhib 11, SENP7 block 4 and HKDC1 inhibitor -9.
Cc1c(/C=N\NC(=O)c2cc3ccccc3o2)c2ccccc2n1C was read as SENP8 block-1 4, NALP3 yeast inh 4, PfGluPho inh 4, SENP6 inh -3, SENP1 inh -16, SENP8 block-2 -285, Apaf1 inhib 4, SENP7 block 3 and HKDC1 inhibitor 12.
COc1cc(OC)cc(C(=O)Nc2nnc(SCC(=O)NCc3ccco3)s2)c1 was read as SENP8 block-1 -2, NALP3 yeast inh -5, PfGluPho inh -8, SENP6 inh -2, SENP1 inh 4, SENP8 block-2 -64, Apaf1 inhib 9, SENP7 block 2 and HKDC1 inhibitor 0.
For CC(=O)Nc1cccc(NC(=O)CSc2nc(=O)n3cccc(C)c3n2)c1 the results were SENP8 block-1 9, NALP3 yeast inh 11, PfGluPho inh 2, SENP6 inh -11, SENP1 inh 2, SENP8 block-2 -1, Apaf1 inhib -4, SENP7 block -1 and HKDC1 inhibitor 0.
`O=C(Oc1ccc2ccc(=O)oc2c1)c1ccco1` gave SENP8 block-1 -10, NALP3 yeast inh 14, PfGluPho inh 10, SENP6 inh -12, SENP1 inh -50, SENP8 block-2 -440, Apaf1 inhib 1, SENP7 block -12 and HKDC1 inhibitor 0.
Screening CCC1CCCCN1C(=O)C(=O)c1cn(CC(=O)N(CC)CC)c2ccccc12 (stereo not given) returned SENP8 block-1 2, NALP3 yeast inh -3, PfGluPho inh 4, SENP6 inh -16, SENP1 inh -2, SENP8 block-2 -2, Apaf1 inhib 2, SENP7 block 3 and HKDC1 inhibitor -3.
`O=C(NCC1COc2ccccc2O1)c1cc(S(=O)(=O)N2CCOCC2)c(Cl)cc1Cl` (stereo not given) gave SENP8 block-1 -5, NALP3 yeast inh 2, PfGluPho inh -15, SENP6 inh 4, SENP1 inh 1, SENP8 block-2 0, Apaf1 inhib 12, SENP7 block -13 and HKDC1 inhibitor 2.
`CC(C)Oc1cccc(C(=O)Nc2ncn[nH]2)c1` gave SENP8 block-1 -9, NALP3 yeast inh 14, PfGluPho inh -10, SENP6 inh 13, SENP1 inh 0, SENP8 block-2 -301, Apaf1 inhib -48, SENP7 block 10 and HKDC1 inhibitor 4.
`COc1cccc(NC(=O)CN(C)C(=O)c2cc(-c3ccccc3)nc3ccc(C)cc23)c1` gave PfGluPho inh 5, SENP1 inh -2, SENP8 block-2 -54 and HKDC1 inhibitor -5.
Screening Cn1cc(Cl)c(/C(N)=N/OC(=O)c2ccccc2C(F)(F)F)n1 returned SENP8 block-1 6, NALP3 yeast inh 21, PfGluPho inh 4, SENP6 inh -9, SENP1 inh 1, SENP8 block-2 3, Apaf1 inhib -2, SENP7 block -7 and HKDC1 inhibitor -4.
CCOC(=O)CSc1ccc(-c2nc3cc(C)c(C)cc3[nH]2)cn1 was read as SENP8 block-1 -10, NALP3 yeast inh 18, PfGluPho inh 5, SENP6 inh -23, SENP1 inh -18, SENP8 block-2 -356, Apaf1 inhib 15, SENP7 block -17 and HKDC1 inhibitor 7.
O=C(Nc1ccccc1C(=O)NC(Cc1ccccc1)C(=O)NC1CCCCCC1)c1ccccc1 (stereo not given) was read as SENP8 block-1 0, NALP3 yeast inh 15, PfGluPho inh -1, SENP6 inh -16, SENP1 inh 0, SENP8 block-2 0, Apaf1 inhib -3, SENP7 block 5 and HKDC1 inhibitor -7.
`COc1ccc(CC(=O)Nc2cccc3ccccc23)cc1OC` gave SENP8 block-1 2, NALP3 yeast inh 15, PfGluPho inh -9, SENP6 inh 11, SENP1 inh -2, SENP8 block-2 -12, Apaf1 inhib -2, SENP7 block 10 and HKDC1 inhibitor 2.
Screening CC(C)(C)c1ccc(OCC(O)CSc2ncn[nH]2)cc1 (stereo not given) returned SENP8 block-1 -7, NALP3 yeast inh 11, PfGluPho inh -3, SENP6 inh 6, SENP1 inh 0, SENP8 block-2 13, Apaf1 inhib -5, SENP7 block -9 and HKDC1 inhibitor -1.
For CCc1cc(=O)[nH]c(SCC(=O)NCc2ccc3c(c2)OCO3)n1 the results were SENP8 block-1 -12, NALP3 yeast inh 7, PfGluPho inh -10, SENP6 inh -1, SENP1 inh 0, SENP8 block-2 21, Apaf1 inhib 2, SENP7 block -2 and HKDC1 inhibitor 0.
CCCCC(CC)CNC(=O)CCS(=O)(=O)c1cccc2nsnc12 (stereo not given) was read as SENP8 block-1 -9, NALP3 yeast inh 9, PfGluPho inh -1, SENP6 inh -2, SENP1 inh -1, SENP8 block-2 28, Apaf1 inhib 6, SENP7 block -4 and HKDC1 inhibitor 0.
`CO/N=C(/COc1ccc(F)cc1)c1ccc(OC)cc1` gave SENP8 block-1 -3, NALP3 yeast inh 8, PfGluPho inh -4, SENP6 inh 2, SENP1 inh 0, SENP8 block-2 20, Apaf1 inhib 6, SENP7 block 5 and HKDC1 inhibitor -1.
Cc1ccc(NC(=O)CN(C)C(=O)COc2cccc3cccnc23)cc1 was read as SENP8 block-1 1, NALP3 yeast inh 5, PfGluPho inh 44, SENP6 inh 18, SENP1 inh -1, SENP8 block-2 -66, Apaf1 inhib 4, SENP7 block 11 and HKDC1 inhibitor 6.
Screening C=CCOc1cccc(/C=C/c2nc3ccccc3c(=O)[nH]2)c1 returned SENP8 block-1 28, NALP3 yeast inh 28, PfGluPho inh 4, SENP6 inh 37, SENP1 inh 0, SENP8 block-2 -35, Apaf1 inhib 16, SENP7 block 82* and HKDC1 inhibitor -2.
CN1CCN(S(=O)(=O)c2cccc(C(=O)N3CCN(c4ccccc4)CC3)c2)CC1 was read as SENP8 block-1 2, NALP3 yeast inh 13, PfGluPho inh -13, SENP6 inh -15, SENP1 inh 2, SENP8 block-2 9, Apaf1 inhib -8, SENP7 block -6 and HKDC1 inhibitor -5.

Five entries already listed, arranged by length of the SMILES, smallest number first:
`COc1ccc(CC(=O)Nc2cccc3ccccc23)cc1OC` gave SENP8 block-1 2, NALP3 yeast inh 15, PfGluPho inh -9, SENP6 inh 11, SENP1 inh -2, SENP8 block-2 -12, Apaf1 inhib -2, SENP7 block 10 and HKDC1 inhibitor 2.
Screening CC(C)(C)c1ccc(OCC(O)CSc2ncn[nH]2)cc1 (stereo not given) returned SENP8 block-1 -7, NALP3 yeast inh 11, PfGluPho inh -3, SENP6 inh 6, SENP1 inh 0, SENP8 block-2 13, Apaf1 inhib -5, SENP7 block -9 and HKDC1 inhibitor -1.
CCCCC(CC)CNC(=O)CCS(=O)(=O)c1cccc2nsnc12 (stereo not given) was read as SENP8 block-1 -9, NALP3 yeast inh 9, PfGluPho inh -1, SENP6 inh -2, SENP1 inh -1, SENP8 block-2 28, Apaf1 inhib 6, SENP7 block -4 and HKDC1 inhibitor 0.
For CCc1cc(=O)[nH]c(SCC(=O)NCc2ccc3c(c2)OCO3)n1 the results were SENP8 block-1 -12, NALP3 yeast inh 7, PfGluPho inh -10, SENP6 inh -1, SENP1 inh 0, SENP8 block-2 21, Apaf1 inhib 2, SENP7 block -2 and HKDC1 inhibitor 0.
Screening Cn1cc(Cl)c(/C(N)=N/OC(=O)c2ccccc2C(F)(F)F)n1 returned SENP8 block-1 6, NALP3 yeast inh 21, PfGluPho inh 4, SENP6 inh -9, SENP1 inh 1, SENP8 block-2 3, Apaf1 inhib -2, SENP7 block -7 and HKDC1 inhibitor -4.
